GSTO1 counter: inhibitors of recombinant GSTO1, primary screen, counter-screen for RBBP9 inhibitor project, biochemical, fluorescence polarization; activity-based probe fluorescence polarization; actives 1.1% (n = 300,000); Glutathione S-transferase omega-1 (Homo sapiens), P78417; AID 1974, 2009; inhibition, % at 5.96 µM;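 active means inhibition above the campaign mean inhibition plus 3 SD, cut at about 35% in these data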;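 further: 0% = GSTO1-1 with DMSO and 100% = wells lacking GSTO1-1 enzyme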
LYPLA1 counter: LYPLA1 inhibitors, primary screen, counter-screen for PME1 inhibitor project, biochemical, fluorescence polarization, FP-Rh probe ABPP; Acyl-protein thioesterase 1 (Homo sapiens), O75608; recombinant LYPLA1; inhibition, % at 5.9 µM; actives 0.16% (n = 320,000); AID 2174, 2009;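 active means inhibition above the mean of all tested compounds plus 3 SD, set per campaign, cut at about 14% in these data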;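 further: inhibitors block serine hydrolase probe labeling of LYPLA1 so polarization falls; 0% = enzyme with DMSO and 100% = wells lacking LYPLA1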
PAD4 inh: human PAD4 inhibitors, primary screen, biochemical, fluorescence polarization, 1536-well format | recombinant PAD4, RCA probe fluorescence polarization | inhibition, % at 6.36 µM | actives 0.41% (n = 330,000) | AID 485272, 2010;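 active means percent inhibition above a cutoff equal to the mean of all tested compounds plus 3 SD, cut at about 15% in these data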;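 further: 0% = PAD4 with RCA probe and DMSO and 100% = probe without PAD4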
Target sequence (Q9UM07 whole entry, looked up): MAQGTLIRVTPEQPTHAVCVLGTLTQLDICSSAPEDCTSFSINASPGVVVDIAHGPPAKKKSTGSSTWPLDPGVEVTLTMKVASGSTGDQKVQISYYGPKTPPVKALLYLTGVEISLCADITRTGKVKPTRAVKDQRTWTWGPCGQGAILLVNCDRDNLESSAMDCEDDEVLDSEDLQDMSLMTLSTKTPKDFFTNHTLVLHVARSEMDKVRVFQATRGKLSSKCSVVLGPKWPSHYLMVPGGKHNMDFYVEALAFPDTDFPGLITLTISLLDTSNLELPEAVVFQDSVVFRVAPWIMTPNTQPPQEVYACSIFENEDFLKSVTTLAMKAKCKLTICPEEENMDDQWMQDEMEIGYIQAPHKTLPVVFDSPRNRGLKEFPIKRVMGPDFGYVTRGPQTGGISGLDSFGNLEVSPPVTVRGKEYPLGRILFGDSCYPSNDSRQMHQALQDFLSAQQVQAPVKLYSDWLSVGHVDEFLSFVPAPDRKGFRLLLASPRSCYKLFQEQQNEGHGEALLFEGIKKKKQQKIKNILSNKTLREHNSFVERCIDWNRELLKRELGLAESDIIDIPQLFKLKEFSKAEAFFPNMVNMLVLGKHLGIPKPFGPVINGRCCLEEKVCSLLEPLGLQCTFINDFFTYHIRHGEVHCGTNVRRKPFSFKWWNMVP
PAFAH1B3 FP inh: PAFAH1B3 enzyme inhibitors, primary screen, biochemical, fluorescence polarization, human; recombinant PAFAH1B3, FP-rhodamine probe; inhibition, % at 3.39 µM; AID 492972, 2010; actives 0.28% (n = 340,000);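 active means inhibition above the screen-wide average of all tested compounds plus 3 SD, cut at about 25% in these data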;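 further: 0% = enzyme with DMSO only and 100% = wells lacking PAFAH1B3 protein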
PREPL inh: PREPL enzyme inhibitors, primary screen, biochemical, fluorescence polarization. actives 0.68% (n = 320,000). inhibition, % at 5.96 µM. recombinant PREPL, fluorescence polarization activity-based probe. Prolyl endopeptidase-like (Homo sapiens), Q4J6C6. AID 2751, 2010; in the data active means inhibition above about 43%;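 further: 0% = enzyme with DMSO and 100% = wells lacking enzyme; many of its hits are not listed in these tables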
pPAFAH FP inh: pPAFAH enzyme inhibitors, primary screen, biochemical, fluorescence polarization, human; Platelet-activating factor acetylhydrolase (Homo sapiens), Q13093; recombinant pPAFAH, FP-rhodamine probe fluorescence polarization; inhibition, % at 3.39 µM; actives 1.5% (n = 330,000); AID 463082, 2010;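 active means inhibition above the mean inhibition across the screen plus 3 SD, cut at about 25% in these data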;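 further: inhibitors block binding of the rhodamine activity-based probe so polarization drops; 0% = enzyme with DMSO and 100% = wells lacking pPAFAH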
Target sequence (Q13093 whole entry, looked up): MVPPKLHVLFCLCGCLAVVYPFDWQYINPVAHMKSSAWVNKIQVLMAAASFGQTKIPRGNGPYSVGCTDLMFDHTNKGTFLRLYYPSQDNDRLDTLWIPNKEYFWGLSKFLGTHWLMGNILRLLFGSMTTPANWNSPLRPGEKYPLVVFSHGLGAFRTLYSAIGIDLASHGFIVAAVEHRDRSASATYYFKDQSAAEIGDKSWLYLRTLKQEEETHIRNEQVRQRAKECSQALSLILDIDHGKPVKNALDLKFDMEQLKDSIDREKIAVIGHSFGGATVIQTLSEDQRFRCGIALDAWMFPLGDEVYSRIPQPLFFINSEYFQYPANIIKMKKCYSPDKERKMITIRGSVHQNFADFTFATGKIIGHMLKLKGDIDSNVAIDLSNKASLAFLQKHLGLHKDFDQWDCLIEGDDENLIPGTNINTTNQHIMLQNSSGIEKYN
LYPLA2 inh: LYPLA2 inhibitors, primary screen, counter-screen for PME1 inhibitor project, biochemical, fluorescence polarization, FP-Rh probe ABPP; Acyl-protein thioesterase 2 (Homo sapiens), O95372; recombinant LYPLA2; inhibition, % at 5.9 µM; actives 0.38% (n = 320,000);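 active means inhibition above the screen-wide mean plus 3 SD, limit set per campaign, cut at about 26% in these data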;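 further: 0% = LYPLA2 with DMSO and 100% = wells lacking LYPLA2 enzyme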
PAFAH2 FP inh: PAFAH2 enzyme inhibitors, primary screen, biochemical, fluorescence polarization, human; Platelet-activating factor acetylhydrolase 2, cytoplasmic (Homo sapiens), Q99487; recombinant PAFAH2, FP-rhodamine activity probe; inhibition, % at 3.39 µM; actives 0.99% (n = 340,000);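 active means inhibition above the mean over all tested compounds plus 3 SD, cut at about 30% in these data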;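 further: inhibitors block probe labeling of enzyme so polarization drops; 0% = enzyme with DMSO and 100% = wells lacking PAFAH2 protein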
PAFAH1B2 inh: PAFAH1B2 enzyme inhibitors, primary screen, biochemical, fluorescence polarization, human. AID 492953, 2010. actives 1.2% (n = 340,000). recombinant PAFAH1B2, FP-rhodamine activity probe. inhibition, % at 3.39 µM;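 active means inhibition above the mean of all tested compounds plus 3 SD, cut at about 24% in these data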;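 further: 0% = enzyme with DMSO and 100% = wells lacking PAFAH1B2; many of its hits are not listed in these tables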
Numbers without * were called inactive; . = not tested or not shown. Only part of the results is shown; the hit share may differ from the screen's.

SMILES	GSTO1 counter	LYPLA1 counter	PAD4 inh	PAFAH1B3 FP inh	PREPL inh	pPAFAH FP inh	LYPLA2 inh	PAFAH2 FP inh	PAFAH1B2 inh
O=C1N/C(=N\c2ccccn2)SC1Cc1ccccc1Cl (configuration not stated)	5	0	2	1	9	21	-5	-1	0
Cc1ccc(CS(=O)(=O)CCC(=O)NCCN2CCCC2)cc1	-5	3	-4	5	0	15	4	4	-1
N#Cc1cc2cc3c(cc2nc1NCCNC(=S)NCCCN1CCOCC1)OCO3	10	2	5	6	30	2	-1	10	3
CC(=O)N1N=C(c2ccc([N+](=O)[O-])cc2)CC1c1ccccc1Cl (configuration not stated)	-4	-1	-1	3	19	4	8	5	-2
Cc1ccc(C)c(/C=N/Nc2ccccn2)c1	1	2	1	-1	11	2	11	-3	2
CCN1C(=O)C(CC(=O)Nc2ccc(OC)cc2)N(Cc2ccco2)C1=S (configuration not stated)	7	1	-2	3	-3	5	3	2	6
CCOC(=O)c1c(C)[nH]c(C)c1S(=O)(=O)NCc1cc(C)ccc1C	-9	-1	-3	6	-11	3	-1	5	4
CN(c1ccccc1)S(=O)(=O)c1cccc(C(=O)NNC(=O)c2ccncc2)c1	5	-2	2	-1	-3	3	-6	6	5
Cc1cc(C)n(CC(=O)c2cccc(N)c2)n1	-7	1	1	-3	1	4	1	-1	1
COc1ccc(NC(=O)CCCn2nc(C)c3c(C)n(-c4ccccc4)nc3c2=O)cc1	2	-1	-8	0	-1	2	6	-7	3
CCOC(=O)c1c(NC(=O)c2ccc(C)cc2)sc2c1CC(C)(C)OC2	13	-6	-4	7	8	7	0	6	3
CSc1nc(-c2ccco2)nn1C(=O)c1cccs1	6	3	-1	-3	1	0	3	6	4
Cc1cc(O)c(C(=O)/C=C/c2ccc(Cl)cc2)c(=O)o1	5	-10	-18	9	3	27*	-4	7	3
CCN(C(=O)COc1ccc(C)cc1OC)c1cccc2ccccc12	.	.	-3	-1	3	-1	.	8	2
CC(C)Sc1nnc(CNC(=O)C23CC4CC(CC(C4)C2)C3)n1C1CCCCC1	-1	-1	-4	4	-12	6	-2	10	8
Cn1cc([N+](=O)[O-])c(C(=O)Nc2ccc3c(c2)OCCO3)n1	4	0	2	1	8	3	-2	-8	2
CCCOc1ccc(-c2nnn(CC(=O)N3CCC(C)CC3)n2)cc1	-4	0	2	12	1	3	9	5	6
CCCCN(C)CCNC(=O)Cn1ncc2c(=O)oc3ccc(C)cc3c21	6	-2	6	4	-62	4	-3	-1	0
CCOC(=O)C1CCN(c2nc3ccccc3nc2C(C#N)C(=O)OC(C)COC)CC1 (configuration not stated)	0	-1	2	5	-1	6	-2	10	-1
CNC(=O)COC(=O)/C=C/c1nc2ccccc2s1	7	-7	-1	0	8	-3	-3	3	0
Cc1ccc(Oc2nc3c(c(=O)n(Cc4ccccc4F)c(=O)n3C)n2C)cc1	5	-2	-6	3	-7	4	2	-1	2
Cc1ccc2oc(=O)c3cc(C(=O)NCCCN4CCCC(C)C4)sc3c2c1 (configuration not stated)	-1	3	-1	8	15	3	13	-3	-3
Cc1noc(/C=C/c2ccco2)c1S(=O)(=O)N1CCC(C(=O)N2CCc3ccccc3C2)CC1	-4	-9	-8	2	12	30*	-11	-12	1
CCOC(=O)C(=O)Nc1ccccc1C(=O)OCC	13	-3	-1	-2	-9	-5	-2	2	-1
COc1cccc(NC(=O)CN2C(=O)COc3ccc(S(=O)(=O)N4CCC(C)CC4)cc32)c1	8	-6	-16	-3	6	-8	15	0	1
Cc1cc2c(c(=O)o1)C(c1ccc([N+](=O)[O-])o1)C(C#N)=C(N)O2 (configuration not stated)	23	7	27*	.	16	18	10	.	.
CNC(=O)CC1C(=O)N(c2ccc(OC)cc2)C(=S)N1NC(=O)c1cccc(F)c1 (configuration not stated)	3	3	1	.	6	5	4	.	.
Cc1ccc(NC(=O)c2sc3nc4c(c(-c5ccco5)c3c2N)CCC4)cc1	7	-9	-5	4	38	17	-2	11	4
O=C(NCCNC(=O)c1ccc(Cl)cc1Cl)c1ccccn1	-7	-3	-2	2	-11	-3	-8	2	4
COc1ccc(NC(=O)COCC(=O)Nc2ccc(C)cc2)cc1	4	-3	0	12	6	-1	-8	2	-5
CC(C)[C@H](NC(=O)c1ccccc1)C(=O)O	-3	-1	2	0	20	2	0	4	2
O=C(CCC(=O)Nc1ccccc1Cl)NNC(=O)c1ccco1	4	2	3	1	2	9	5	-5	-2
COc1ccc(NC(=O)COC(=O)Cn2cnc3ccccc3c2=O)cc1OC	3	-1	2	1	-3	-1	-7	0	2
CC(=O)NC(Cc1c[nH]c2ccccc12)C(=O)NCCc1ccccc1 (configuration not stated)	1	0	2	6	2	6	-1	4	1
O=S(=O)(Nc1ncnc2sc3c(c12)CCC3)c1ccc(Cl)s1	-28	-6	-7	4	2	16	-5	10	7
Cc1cc(C)c(C#N)c(SCC2COc3ccccc3O2)n1 (configuration not stated)	-5	-1	-5	-3	5	0	3	-3	1
COc1cc([N+](=O)[O-])ccc1NC(=O)CSc1nc2ccccc2n1-c1ccccc1	-2	2	-1	.	13	8	-2	.	.
O=C(COC(=O)C1=Cc2ccccc2OC1)NCc1ccco1	-1	-1	-7	-4	3	4	1	20	-7
CC(C)Cn1c(SC(C)C(=O)Nc2ccc(N3CCOCC3)cc2)nc2ccccc21 (configuration not stated)	1	5	0	-4	2	8	7	-17	-1
O=C(Nc1ccc(Oc2ncnc3cc(Cl)ccc23)nc1)c1ccc(F)cc1	-3	1	-4	.	-2	-1	-3	.	.
COc1cc(Cl)c(CN2CCCC(CO)(Cc3cccc(Cl)c3)C2)cc1OC (configuration not stated)	-3	-1	3	1	12	2	1	-4	2
CCN1CCCC1CNC(=O)Cn1cnc2sc(C)c(S(=O)(=O)N3CCC(C)CC3)c2c1=O (configuration not stated)	-1	-1	-4	.	3	2	8	.	.
CCOC(=O)NC(Nc1ccc(C)cn1)(C(F)(F)F)C(F)(F)F	0	1	-3	6	2	1	4	3	4
C(=C\c1nnc(-c2cccs2)o1)/c1ccccc1	-10	-3	2	-2	10	4	2	5	3
COC(CNC(=O)C1CC(=O)N(CCc2ccccc2)C1)OC (configuration not stated)	3	-2	2	0	4	0	3	1	5

Profiles from above. Values in the order: GSTO1 counter | LYPLA1 counter | PAD4 inh | PAFAH1B3 FP inh | PREPL inh | pPAFAH FP inh | LYPLA2 inh | PAFAH2 FP inh | PAFAH1B2 inh
`C(=C\c1nnc(-c2cccs2)o1)/c1ccccc1` in the list: -10 | -3 | 2 | -2 | 10 | 4 | 2 | 5 | 3
`CC(C)[C@H](NC(=O)c1ccccc1)C(=O)O` in the list: -3 | -1 | 2 | 0 | 20 | 2 | 0 | 4 | 2

(listing goes on)
SMILES	GSTO1 counter	LYPLA1 counter	PAD4 inh	PAFAH1B3 FP inh	PREPL inh	pPAFAH FP inh	LYPLA2 inh	PAFAH2 FP inh	PAFAH1B2 inh
COC(=O)c1ccc(NC(=O)CCN2CCOCC2)cc1	10	1	-2	-1	4	-9	-4	-6	1
CC(C)Cc1nc(N2CCOCC2)c(C#N)c2c1COC(C)(C)C2	-13	0	2	7	0	3	-3	1	13
C=CCN(Cc1nc(-c2ccc(OC)cc2)no1)C(=O)c1ccc2c(c1)OCO2	11	0	-2	4	-9	4	1	8	-1
Cc1c(Cl)cccc1NC(=O)CCC(=O)N/N=C/c1ccc[nH]1	-3	2	2	2	5	13	3	2	0
O=C(O)C1CCc2sc3[nH]c(=S)n(-c4ccccc4)c(=O)c3c21 (configuration not stated)	1	0	1	-2	-4	1	-2	1	4
Cc1cnc(NC(=O)CSc2nnc(N)s2)s1	6	1	-7	2	2	0	0	4	3
O=C(NC(=S)NCc1ccccc1)c1ccccc1Br	8	2	1	10	2	4	0	1	4
COc1ccc(-c2nc3n(n2)C(c2cccnc2)C(C(N)=O)=C(C)N3)cc1 (configuration not stated)	-10	-5	-2	0	21	8	1	-1	-1
Cc1cc(C)n2cc(CSc3ncccc3C(=O)O)nc2n1	1	2	-3	4	10	0	4	-8	-7
O=C(Nc1ccc(Cl)cn1)C1CCCN1S(=O)(=O)c1ccccc1 (configuration not stated)	5	3	-5	1	0	5	8	1	-3
COc1cccc(NS(=O)(=O)c2ccc(-n3cccn3)cc2)c1	9	-2	-4	2	-13	4	4	-3	5
CC(C)CC(=O)Nc1ccc(-c2nnn(CC(=O)NCc3ccco3)n2)cc1	3	-2	-1	3	0	4	8	4	3
C=C1CCC[C@]2(C)C[C@H]3OC(=O)C(CN4CC(C)OC(C)C4)[C@H]3C[C@@H]12 (some centres not stated)	-2	-2	-3	4	-3	2	-1	10	3
O=C(NCc1ccccc1)C1=C[C@@H](C2CCCCC2)C[C@@H](OCCCCO)O1	2	-4	3	13	-9	-1	-5	0	-2
COc1ccc2ccccc2c1CNCCN1CCOCC1	10	-2	1	14	15	-4	0	0	10
COc1c[nH]n(-c2ccccc2)c(=O)c1=O	3	0	-4	6	-1	-5	4	5	0
O=C(O)c1ccc2nc(CO)[nH]c2c1	6	0	-3	0	4	-3	3	-2	4
Cc1ccccc1Cn1nc(C)c(NC(=O)c2nc3n(n2)C(C(F)F)CC(C)N3)c1C (configuration not stated)	11	2	-1	-3	3	0	-1	-8	-1
COC(=O)c1[nH]c2c(c1C)C(=O)CC(c1ccc(OC)cc1)C2 (configuration not stated)	1	-3	-6	12	-14	0	7	2	1
CCN(c1ccc2c(c1)OCO2)S(=O)(=O)c1cc(Br)cc2c1N(C(C)=O)CC2	-1	-2	3	5	2	2	-2	9	0
O=C1CCCC/C=C\C[C@H](CC(=O)N(CCO)Cc2ccccc2)C(=O)N[C@@H](c2ccccc2)CO1	.	.	4	7	11	6	.	48*	4
COc1ccc(-c2noc(CCC(=O)Nc3nc4ccccc4s3)n2)cc1	-1	-5	0	.	-16	0	-4	.	.
CC1(C)CC(=O)C=C(N=CC2=C(O)CC(C)(C)CC2=O)C1	14	-2	0	-4	14	2	-1	33*	2
Cc1onc(-c2ccccc2Cl)c1-c1nc(-c2ccncc2)no1	0	-7	0	1	-11	6	12	-13	-4
O=C(CN1C(=O)S/C(=C/c2cccs2)C1=O)N1CCOCC1	11	2	3	3	12	-1	8	6	2
COC(=O)c1sc(NC(=S)NC(=O)c2cccc(C)c2)nc1C	-6	2	2	6	6	1	6	0	-1
Nc1cccc(-c2cc3ccccc3oc2=O)c1	5	-1	-5	1	11	0	-3	1	7
CC(C)n1c(/N=C/c2c[nH]c3ccccc23)nc2ccccc21	-2	0	2	5	-3	-4	-2	1	1
O=C(CSCCO)Nc1ccc(C23CC4CC(CC(C4)C2)C3)cc1	-2	0	1	4	16	-2	4	-8	8
O=C(O)CNc1nc(Cl)ccc1[N+](=O)[O-]	17	0	6	4	5	2	0	-3	4
COc1ccc(-c2nnc3ccc(SCc4ccccc4)nn23)cc1	0	-1	-2	8	19	-1	-3	-1	1

Compound activity: PubChem BioAssay, The Scripps Research Institute Molecular Screening Center
